FBA Mtb inh: Mtb fructose-bisphosphate aldolase inhibition. P9WQA3. hit rate 2.3% among 360,000. inhibition, % at 1 µM. purified M. tuberculosis FBA, fluorescence read-out; in the data active = inhibition above about 27%;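 also: 0% = vehicle and 100% = reference inhibitor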
Target sequence (P9WQA3 whole entry, looked up): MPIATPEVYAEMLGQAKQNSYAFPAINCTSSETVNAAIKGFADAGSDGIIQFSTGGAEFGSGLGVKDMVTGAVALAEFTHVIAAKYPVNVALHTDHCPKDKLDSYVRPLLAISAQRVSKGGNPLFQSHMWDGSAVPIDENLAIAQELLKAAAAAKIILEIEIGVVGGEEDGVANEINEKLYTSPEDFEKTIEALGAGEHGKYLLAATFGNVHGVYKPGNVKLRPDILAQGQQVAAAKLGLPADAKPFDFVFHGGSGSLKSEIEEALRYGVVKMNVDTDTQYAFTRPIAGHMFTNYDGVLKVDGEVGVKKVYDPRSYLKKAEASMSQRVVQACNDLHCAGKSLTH
VHR inh abs: blocks human VHR1 dual specificity phosphatase; hit rate 0.52% among 290,000; recombinant VHR phosphatase, pNPP absorbance; inhibition, % at 13.3 µM; AID 1654; P51452; in the data active = inhibition above about 50%; also: some compounds called inactive have numbers as strong as hits
Target sequence (P51452 whole entry, looked up): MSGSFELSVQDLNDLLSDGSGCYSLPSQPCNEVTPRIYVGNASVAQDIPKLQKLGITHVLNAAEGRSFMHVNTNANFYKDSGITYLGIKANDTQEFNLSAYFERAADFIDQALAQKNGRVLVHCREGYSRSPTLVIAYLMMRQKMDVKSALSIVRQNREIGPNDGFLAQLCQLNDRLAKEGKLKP
Rv3671c inh: inhibits the M. tuberculosis serine protease Rv3671c | P9WHR9 | inhibition, % at 5.96 µM | hit rate 0.048% among 320,000 | AID 2606; in the data active = inhibition above about 38%;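 also: extracellular domain of Rv3671c used as enzyme; 0% = enzyme with DMSO and 100% = no enzyme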
Target sequence (P9WHR9 whole entry, looked up, the tested form may be a part): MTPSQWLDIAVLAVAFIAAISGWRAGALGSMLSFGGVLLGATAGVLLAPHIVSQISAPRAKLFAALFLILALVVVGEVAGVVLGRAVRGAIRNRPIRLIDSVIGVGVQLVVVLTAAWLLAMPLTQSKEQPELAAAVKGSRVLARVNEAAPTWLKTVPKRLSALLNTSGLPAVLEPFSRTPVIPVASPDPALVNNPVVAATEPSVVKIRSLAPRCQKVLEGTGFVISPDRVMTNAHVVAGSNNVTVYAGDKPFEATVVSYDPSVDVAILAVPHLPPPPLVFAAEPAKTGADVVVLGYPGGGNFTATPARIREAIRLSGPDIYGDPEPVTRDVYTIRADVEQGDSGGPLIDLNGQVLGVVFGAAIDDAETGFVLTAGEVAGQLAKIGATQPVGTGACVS
MazF activator: MazEF (E. coli) toxin RNase activation; AID 504720; hit rate 0.32% among 350,000; FAM/BHQ RNA-DNA oligo cleavage fluorescence, 5 h; activation, % at 20 µM; P0AE70; in the data active = activation above about 50%
Target sequence (P0AE70 whole entry, looked up): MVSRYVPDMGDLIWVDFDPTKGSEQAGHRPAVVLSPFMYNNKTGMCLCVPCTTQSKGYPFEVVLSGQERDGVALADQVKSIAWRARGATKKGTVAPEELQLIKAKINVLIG
Mtb BioA inh: BioA (M. tuberculosis) enzyme inhibition; purified M. tuberculosis BioA enzyme, plate reader; inhibition, % at 9.99 µM; hit rate 0.096% among 360,000; in the data active = inhibition above about 40%
3CLpro inhibitor: SARS-CoV 3CLpro protease inhibition. P0C6X7. recombinant SARS-CoV 3CLpro, quenched FRET peptide cleavage. inhibition, % at 6 µM. hit rate 0.14% among 290,000. AID 1706; in the data active = inhibition above about 12%
Mtb UGM inh: blocks M. tuberculosis UGM enzyme; purified UGM, fluorescence polarization probe displacement; inhibition, % at 10 µM; hit rate 0.06% among 320,000; in the data active = inhibition above about 10%, passing the limit was not always enough
Vc quorum ag: inducers of Vibrio cholerae quorum light production without autoinducers. activation, % at 18.7 µM. hit rate 0.16% among 350,000. V. cholerae BH1578 lux reporter, luminescence, 6 h. AID 588436; in the data active = activation mostly above about 9.7%, no sharp cut-off; also: not every result past the cut was called active; inactives centre near 0; reference of the scale not given here
GDH-TPI counter: GDH-TPI coupled enzyme inhibition counter-screen. GDH-TPI coupled enzyme counterscreen, NADH absorbance. inhibition, % at 4.8 µM. hit rate 1.2% among 360,000. AID 588335; in the data active = inhibition above about 30%;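 also: 0% = DMSO wells and 100% = wells lacking the enzyme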
SSB-PriA inh: K. pneumoniae PriA-SSBct interaction inhibition | AlphaScreen SSBct-PriA binding, biotinylated peptide | inhibition, % at 33 µM | hit rate 0.6% among 430,000 | AID 1272365; in the data active = inhibition mostly above about 37%, no sharp cut-off; inactive = mostly below about 20%;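 also: plate controls were negative control peptide for no effect and reference peptide for full effect; strong numbers were not always called active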
Starred values were filed as active, the others as inactive. An excerpt; rates above refer to the full screens.

Results for O=C1C2C3C=CC(C3)C2C(=O)N1c1ccc(Cc2ccncc2)cc1 (centres undefined) ?
FBA Mtb inh: -9; VHR inh abs: 5; Rv3671c inh: -5; MazF activator: -9; Mtb BioA inh: -1.2; 3CLpro inhibitor: -4; Mtb UGM inh: -0.3; Vc quorum ag: 0.4; GDH-TPI counter: 7; SSB-PriA inh: -12

How did CC12CCC(=O)C=C1CCC1C2CCC2(C)C1CC1C3C(=O)N(Cc4ccccc4)C(=O)C3CC(=O)C12 (centres undefined) do in these assays?
FBA Mtb inh: 1; MazF activator: -7; Mtb BioA inh: -1.2; Vc quorum ag: -2.2; GDH-TPI counter: 7; SSB-PriA inh: -10

What do the screens show for `C=C(Cl)COC(=O)[C@H]1C2C=CC(C2)C1C(=O)O` (some centres undefined)?
FBA Mtb inh: 0; VHR inh abs: 10; Rv3671c inh: -2; MazF activator: -4; Mtb BioA inh: -2.7; 3CLpro inhibitor: 2; Mtb UGM inh: -1.9; Vc quorum ag: inactive; GDH-TPI counter: 0; SSB-PriA inh: -5

Results for O=C(C1CC1)N1CCc2cc(S(=O)(=O)N3CCN(c4ccccc4)CC3)ccc21 ?
FBA Mtb inh: -3; VHR inh abs: 4; Rv3671c inh: -2; MazF activator: 2; Mtb BioA inh: 0.0; 3CLpro inhibitor: 4; Mtb UGM inh: 0.0; Vc quorum ag: -0.4; GDH-TPI counter: 0; SSB-PriA inh: -2

How did CC1CCCC(C)N1C(=O)C1CCCCC1 (centres undefined) do in these assays?
FBA Mtb inh: -3; VHR inh abs: -2; Rv3671c inh: 2; MazF activator: 2; Mtb BioA inh: -0.2; 3CLpro inhibitor: 1; Mtb UGM inh: -1.0; Vc quorum ag: inactive; GDH-TPI counter: -1; SSB-PriA inh: -5

Results for CC(C)c1ccc(/C=N/n2c(COc3ccccc3)n[nH]c2=S)cc1 ?
FBA Mtb inh: 2; VHR inh abs: 34; Rv3671c inh: 6; MazF activator: 5; Mtb BioA inh: 3.2; 3CLpro inhibitor: 8; Mtb UGM inh: 0.0; Vc quorum ag: -5.6; GDH-TPI counter: 0

What do the screens show for `O=C(c1ccc(F)cc1)N(Cc1cccs1)C1CCS(=O)(=O)C1` (centres undefined)?
FBA Mtb inh: -2; VHR inh abs: 10; Rv3671c inh: -5; MazF activator: 3; Mtb BioA inh: -0.3; 3CLpro inhibitor: 5; Mtb UGM inh: 1.3; Vc quorum ag: 0.6; GDH-TPI counter: 0; SSB-PriA inh: 5

What do the screens show for `Cc1nn(C)c(C)c1N=Cc1c(O)ccc2ccccc12`?
FBA Mtb inh: -7; VHR inh abs: -9; Rv3671c inh: -15; MazF activator: -43; Mtb BioA inh: 0.6; 3CLpro inhibitor: 1; Mtb UGM inh: 1.0; Vc quorum ag: inactive; GDH-TPI counter: 11; SSB-PriA inh: 8

How did CCOc1c(Cl)cc(/C=C/C(=O)N(CC)CC(=O)Nc2ccc(NC(C)=O)cc2)cc1OC do in these assays?
FBA Mtb inh: 9; Rv3671c inh: -7; MazF activator: 2; Mtb BioA inh: 2.1; Mtb UGM inh: -1.7; Vc quorum ag: inactive; GDH-TPI counter: 22; SSB-PriA inh: -3

What do the screens show for `O=C(Cc1ccccc1)N1CCCC(c2nc(-c3cccs3)no2)C1` (centres undefined)?
FBA Mtb inh: -2; VHR inh abs: 3; Rv3671c inh: 2; MazF activator: -6; 3CLpro inhibitor: 5; Mtb UGM inh: -0.6; Vc quorum ag: 0.0; GDH-TPI counter: -1; SSB-PriA inh: -12

What do the screens show for `NC(=O)CC(NC(=O)c1ccccc1)c1ccc(NCCc2ccc(F)cc2)c([N+](=O)[O-])c1` (centres undefined)?
FBA Mtb inh: -2; VHR inh abs: 23; Rv3671c inh: -7; MazF activator: 14; Mtb BioA inh: 0.9; Mtb UGM inh: -0.1; Vc quorum ag: 1.2; GDH-TPI counter: 13; SSB-PriA inh: -14

How did CCC(=O)Nc1ccc(C(=O)NNC(=O)C(c2ccccc2)c2ccccc2)cc1 do in these assays?
FBA Mtb inh: -5; VHR inh abs: -1; Rv3671c inh: -3; MazF activator: -1; Mtb BioA inh: -2.1; 3CLpro inhibitor: 6; Mtb UGM inh: 1.3; Vc quorum ag: -2.7; GDH-TPI counter: 3; SSB-PriA inh: 1

Results for Cc1ccc(C(C(=O)NC(C)(C)C)N(CC2CCCO2)C(=O)c2csnn2)cc1 (centres undefined) ?
FBA Mtb inh: 0; VHR inh abs: -19; Rv3671c inh: 5; MazF activator: -2; 3CLpro inhibitor: -7; Mtb UGM inh: 0.0; Vc quorum ag: -0.2; GDH-TPI counter: 1; SSB-PriA inh: -8

How did S=C(Nc1ccccc1)Nc1cc(Cl)ccc1Oc1ccccc1 do in these assays?
FBA Mtb inh: 0; VHR inh abs: 8; Rv3671c inh: -2; MazF activator: 5; Mtb BioA inh: 1.1; 3CLpro inhibitor: 3; Mtb UGM inh: -1.1; Vc quorum ag: -0.5; GDH-TPI counter: 0; SSB-PriA inh: -38

How did O=C(Nc1oc2ccccc2c(=O)c1-c1ccc2c(c1)OCO2)c1ccco1 do in these assays?
FBA Mtb inh: 1; MazF activator: -3; Mtb BioA inh: -0.1; Vc quorum ag: inactive; GDH-TPI counter: 26

Results for CCC(C)NC(=O)Cn1nc(C(F)(F)F)c2c1CCC2 (centres undefined) ?
FBA Mtb inh: -1; VHR inh abs: -7; Rv3671c inh: 13; MazF activator: 12; Mtb BioA inh: -1.4; 3CLpro inhibitor: 0; Mtb UGM inh: 1.0; Vc quorum ag: 0.3; GDH-TPI counter: 4; SSB-PriA inh: -9

How did Cn1cc([N+](=O)[O-])c(C(=O)Nc2ccc3c(C(F)(F)F)cc(=O)oc3c2)n1 do in these assays?
FBA Mtb inh: 1; VHR inh abs: -23; Rv3671c inh: 3; MazF activator: 9; Mtb BioA inh: -0.6; 3CLpro inhibitor: -6; Mtb UGM inh: -0.2; Vc quorum ag: -0.8; GDH-TPI counter: 18; SSB-PriA inh: 1

How did Cc1cc(C)nc(NC(=O)c2c(-c3ccccc3Cl)noc2C)c1 do in these assays?
FBA Mtb inh: 1; VHR inh abs: 33; Rv3671c inh: -12; MazF activator: 3; 3CLpro inhibitor: -2; Mtb UGM inh: -0.1; Vc quorum ag: -0.3; GDH-TPI counter: 5; SSB-PriA inh: -12

Results for CCOc1ccccc1NC(=O)c1ccc2c(=O)n3c(nc2c1)CCCCC3 ?
FBA Mtb inh: -3; VHR inh abs: 40; Rv3671c inh: -7; MazF activator: -5; Mtb BioA inh: -0.6; 3CLpro inhibitor: -1; Mtb UGM inh: -1.0; Vc quorum ag: -0.2; GDH-TPI counter: 3; SSB-PriA inh: -9

What do the screens show for `O=C(c1ccc(-c2cccc(C(F)(F)F)c2)o1)N1CCCC(C(F)(F)F)C1` (centres undefined)?
FBA Mtb inh: -1; Rv3671c inh: 3; MazF activator: 2; Mtb BioA inh: 2.4; Mtb UGM inh: -0.3; Vc quorum ag: -4.0; GDH-TPI counter: -11; SSB-PriA inh: -15

What do the screens show for `CC/C(=N/Nc1ccccc1Cl)c1cnnc(-c2ccccc2)n1`?
FBA Mtb inh: 3; VHR inh abs: 36; Rv3671c inh: -15; MazF activator: -9; 3CLpro inhibitor: -1; Mtb UGM inh: 5.8; Vc quorum ag: -0.2; GDH-TPI counter: 1

How did CCc1nn(CC(=O)NCCCN(CC)Cc2ccccc2)c(=O)c2cc3sccc3n12 do in these assays?
FBA Mtb inh: 1; VHR inh abs: 25; Rv3671c inh: -1; MazF activator: 2; Mtb BioA inh: 2.3; 3CLpro inhibitor: -3; Mtb UGM inh: 1.0; Vc quorum ag: inactive; GDH-TPI counter: 2; SSB-PriA inh: 7

Results for COc1cccc2sc3ccc(NCCC4CCCN4C)cc3c(=O)c12 (centres undefined) ?
FBA Mtb inh: 1; VHR inh abs: 25; Rv3671c inh: -2; MazF activator: -15; Mtb BioA inh: -0.4; 3CLpro inhibitor: -11; Mtb UGM inh: 0.5; Vc quorum ag: inactive; GDH-TPI counter: 12; SSB-PriA inh: -1

How did O=C1c2ccccc2NC(c2cccc(F)c2)N1Cc1ccco1 (centres undefined) do in these assays?
FBA Mtb inh: 60*; VHR inh abs: 6; Rv3671c inh: -3; MazF activator: -21; Mtb BioA inh: 2.2; 3CLpro inhibitor: -5; Mtb UGM inh: 1.8; Vc quorum ag: inactive; GDH-TPI counter: 9; SSB-PriA inh: 1

5 successive compounds out of the list so far:
How did S=C(Nc1ccccc1)Nc1cc(Cl)ccc1Oc1ccccc1 do in these assays?
FBA Mtb inh: 0; VHR inh abs: 8; Rv3671c inh: -2; MazF activator: 5; Mtb BioA inh: 1.1; 3CLpro inhibitor: 3; Mtb UGM inh: -1.1; Vc quorum ag: -0.5; GDH-TPI counter: 0; SSB-PriA inh: -38

How did O=C(Nc1oc2ccccc2c(=O)c1-c1ccc2c(c1)OCO2)c1ccco1 do in these assays?
FBA Mtb inh: 1; MazF activator: -3; Mtb BioA inh: -0.1; Vc quorum ag: inactive; GDH-TPI counter: 26

Results for CCC(C)NC(=O)Cn1nc(C(F)(F)F)c2c1CCC2 (centres undefined) ?
FBA Mtb inh: -1; VHR inh abs: -7; Rv3671c inh: 13; MazF activator: 12; Mtb BioA inh: -1.4; 3CLpro inhibitor: 0; Mtb UGM inh: 1.0; Vc quorum ag: 0.3; GDH-TPI counter: 4; SSB-PriA inh: -9

How did Cn1cc([N+](=O)[O-])c(C(=O)Nc2ccc3c(C(F)(F)F)cc(=O)oc3c2)n1 do in these assays?
FBA Mtb inh: 1; VHR inh abs: -23; Rv3671c inh: 3; MazF activator: 9; Mtb BioA inh: -0.6; 3CLpro inhibitor: -6; Mtb UGM inh: -0.2; Vc quorum ag: -0.8; GDH-TPI counter: 18; SSB-PriA inh: 1

How did Cc1cc(C)nc(NC(=O)c2c(-c3ccccc3Cl)noc2C)c1 do in these assays?
FBA Mtb inh: 1; VHR inh abs: 33; Rv3671c inh: -12; MazF activator: 3; 3CLpro inhibitor: -2; Mtb UGM inh: -0.1; Vc quorum ag: -0.3; GDH-TPI counter: 5; SSB-PriA inh: -12

Carrying on.
How did Cn1cnnc1SCC(=O)NN1C(=O)NC(C)(c2ccccc2)C1=O (centres undefined) do in these assays?
FBA Mtb inh: -1; VHR inh abs: 20; Rv3671c inh: 4; MazF activator: 3; 3CLpro inhibitor: -4; Mtb UGM inh: -0.3; Vc quorum ag: 2.6; GDH-TPI counter: -1; SSB-PriA inh: -7

How did O=C(CSc1nc2ccccc2[nH]1)N=Nc1c(O)[nH]c2ccccc12 do in these assays?
FBA Mtb inh: 0; VHR inh abs: -5; Rv3671c inh: -8; MazF activator: 7; Mtb BioA inh: 1.1; 3CLpro inhibitor: 3; Mtb UGM inh: 1.6; Vc quorum ag: -0.5; GDH-TPI counter: 20; SSB-PriA inh: -1

How did Cc1nc2nc(-c3ccco3)[nH]n2c(=O)c1C do in these assays?
FBA Mtb inh: 18; VHR inh abs: -6; Rv3671c inh: 1; MazF activator: 3; Mtb BioA inh: -1.2; 3CLpro inhibitor: -4; Mtb UGM inh: -0.5; Vc quorum ag: -0.2; GDH-TPI counter: 6; SSB-PriA inh: -18

Results for C/C(=N\NC(=O)CC1N=C(Cc2ccccc2)NNC1=O)c1ccc(Cl)cc1Cl (centres undefined) ?
FBA Mtb inh: -5; VHR inh abs: 2; Rv3671c inh: -7; MazF activator: 11; Mtb BioA inh: 0.9; 3CLpro inhibitor: 0; Mtb UGM inh: -0.8; Vc quorum ag: 0.4; GDH-TPI counter: 5

How did CCn1c2ccccc2c2nnc(SCC(=O)NC(CC(C)C)C(=O)OC)nc21 (centres undefined) do in these assays?
FBA Mtb inh: -1; VHR inh abs: 10; Rv3671c inh: 0; MazF activator: 3; Mtb BioA inh: -1.5; 3CLpro inhibitor: -6; Mtb UGM inh: -1.5; Vc quorum ag: -0.7; GDH-TPI counter: 24; SSB-PriA inh: -3
